S100A4 MyoIIA: inhibitors of human S100A4 binding to myosin IIA peptide; P26447; AID 652163; 360,000 tested, 0.14% active; inhibition, % at 10.7 µM; S100A4/TAMRA-MyoIIA peptide fluorescence polarization;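 active = mean inhibition of at least 70% across replicates, with every replicate also reaching that level; inconclusive = mean inhibition reaches 70% but some replicates fall short; inactive = mean inhibition below 70%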
Target sequence (P26447 whole entry, looked up): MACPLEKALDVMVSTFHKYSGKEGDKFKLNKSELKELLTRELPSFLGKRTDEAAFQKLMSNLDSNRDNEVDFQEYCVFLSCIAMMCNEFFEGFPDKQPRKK
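Compound dosing: one dose per compound; test system: human S100A4 monomer with TAMRA-labelled myosin IIA peptide; probe or stimulus: TAMRA-labelled myosin IIA heavy-chain peptide probe, 5 nM; medium: HEPES buffer with Ca2+, pH 7.2; schedule: 5 min incubation before reading; benchmarks: neutral control DMSO, positive control TFP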
E-sel inducer: induces E-selectin expression in human endothelial cells; 260,000 tested, 0.37% active; HUVEC E-selectin immunofluorescence imaging; normalized: neutral wells 0, TNF-alpha wells 100; P16581; activation, % at 7.58 µM; AID 686992;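 active = mean E-selectin-positive cell signal at least 10% of the positive control, reached in at least 60% of replicates, without over 20% cell loss; inconclusive = no rule given, readout overlaps actives, possibly toxicity-flagged; inactive = the rest, including those meeting only one limit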;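 also: in these data hits start at about 27%; measured in HUVEC primary endothelial cells; signal is the percent of cells scored E-selectin positive by PE staining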
Target sequence (P16581 whole entry, looked up): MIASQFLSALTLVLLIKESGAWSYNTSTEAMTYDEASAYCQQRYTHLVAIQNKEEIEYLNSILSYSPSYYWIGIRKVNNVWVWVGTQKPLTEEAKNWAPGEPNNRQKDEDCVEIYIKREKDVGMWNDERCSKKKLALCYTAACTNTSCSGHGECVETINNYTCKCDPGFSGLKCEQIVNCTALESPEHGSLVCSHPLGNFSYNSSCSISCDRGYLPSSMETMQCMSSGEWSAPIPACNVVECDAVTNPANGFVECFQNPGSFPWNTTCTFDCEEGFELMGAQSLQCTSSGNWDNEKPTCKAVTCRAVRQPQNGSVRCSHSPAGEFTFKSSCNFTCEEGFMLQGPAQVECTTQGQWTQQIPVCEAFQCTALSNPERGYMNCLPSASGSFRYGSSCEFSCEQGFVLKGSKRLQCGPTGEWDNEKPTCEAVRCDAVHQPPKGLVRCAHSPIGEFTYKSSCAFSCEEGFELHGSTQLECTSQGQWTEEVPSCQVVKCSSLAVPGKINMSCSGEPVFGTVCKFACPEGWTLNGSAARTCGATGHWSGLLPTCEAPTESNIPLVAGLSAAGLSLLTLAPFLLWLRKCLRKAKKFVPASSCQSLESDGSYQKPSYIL
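Read-out: % PE-positive cells | Test system: HUVEC | Doses: One compound dose added by pin transfer | Buffer or medium: EGM-2 over gelatin coat | Signal: Immunofluorescence imaging | Benchmarks: TNF-alpha, DMSO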
SIRT5 block: sirtuin-5 (human) deacylase inhibition; 330,000 tested, 1.1% active; inhibition, % at 15 µM; Purified SirT5, succinyl-peptide AMC, trypsin-coupled fluorescence; AID 652115; in the data active = inhibition above about 15%; inconclusive = no clear call, values can overlap the other calls
Target sequence (Q9NXA8 whole entry, looked up): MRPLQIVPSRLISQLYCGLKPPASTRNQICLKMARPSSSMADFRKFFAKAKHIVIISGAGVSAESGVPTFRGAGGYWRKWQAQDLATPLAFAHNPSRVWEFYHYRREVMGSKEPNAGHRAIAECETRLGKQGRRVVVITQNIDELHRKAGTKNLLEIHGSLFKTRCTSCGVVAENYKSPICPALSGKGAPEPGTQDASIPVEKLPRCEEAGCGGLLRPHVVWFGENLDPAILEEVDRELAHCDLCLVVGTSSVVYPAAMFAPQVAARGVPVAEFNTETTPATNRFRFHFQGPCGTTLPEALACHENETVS
DENV2 CPE: protects cells from dengue virus 2 cytopathic effect; DENV2-infected cells, cytopathic effect rescue, plate reader; CPE inhibition, % at 9.99 µM; 350,000 tested, 1.7% active; in the data active = CPE inhibition above about 20%, passing the limit was not always enough; inconclusive = no clear call, values can overlap the other calls; tested in BHK-21 cells;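 also: 0% = median of neutral control wells and 100% = median of positive control wells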
PglD DTNB: inhibitors of Campylobacter jejuni PglD acetyltransferase | AID 602405 | 360,000 tested, 0.098% active | inhibition, % at 12.5 µM | purified PglD enzyme, DTNB colorimetric CoA detection; in the data active = inhibition above about 16%, passing the limit was not always enough; inconclusive = no clear call, values can overlap the other calls; also: strong numbers were not always called active
ERp5 block: inhibitors of human ERp5 | inhibition, % at 9.99 µM | AID 651711 | 350,000 tested, 0.05% active | ERp5 insulin aggregation, absorbance 650 nm, 90 min;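 active = mean replicate inhibition above about 25%, with every replicate also reaching it, limit read from the data, passing the limit was not always enough; inconclusive = only one of those two criteria met; inactive = neither criterion met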
C2C12 statin: protects C2C12 myotubes from simvastatin toxicity. rescue of ATP level, % at 7.49 µM. ATP luminescence, 48 h; scaled: DMSO 0, geranylgeraniol control 100. 330,000 tested, 0.78% active;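 active = mean ATP rescue above about 67%, or every replicate alone reaching that limit, limit read from the data, passing the limit was not always enough; inconclusive = no clear call, values can overlap the other calls; inactive = mean under the limit and some replicate under it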;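 also: myotubes were challenged with 10 µM simvastatin during compound exposure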
Numbers without * were called inactive; ? = inconclusive; . = not tested or not shown.

SMILES | S100A4 MyoIIA | E-sel inducer | SIRT5 block | DENV2 CPE | PglD DTNB | ERp5 block | C2C12 statin
CC(=O)c1cccc(NC(=O)C(C)OC(=O)c2ccc(Br)o2)c1 (stereo not given) | -5 | . | 3 | 18 | 3 | -4 | 1
CCCc1cn([C@H]2C[C@@H]3O[C@H](CO)CC[C@@H]3O[C@@H]2CCc2ccc(-c3ccc(OC)cc3)cc2)nn1 | 5 | . | 0 | 3 | . | -1 | .
O=C(COc1ccccc1)Nc1c(C(=O)N2CCC(N3CCCCC3)CC2)oc2ccccc12 | 6 | . | -11 | -6 | 0 | -2 | -3
COC(=O)C1CCN(C(=O)N2CCOCC2)CC1 | -4 | . | -2 | . | 0 | 5 | 3
COc1ccc(C#Cc2ccc3c(c2)[C@H]2[C@H](CCN2C(=O)c2ccccc2F)[C@H](CO)N3C)cc1 | . | 0.2 | . | . | 0 | . | -6
C[N+](C)(CC#N)C/C=C\c1ccccc1 | -18 | . | 0 | -5 | . | 0 | .
C(=C\c1ccccc1)/CN1CCN(C(c2cccs2)c2nnnn2C2CCCC2)CC1 (stereo not given) | 0 | . | -4 | 20 | 1 | 0 | 5
Cc1ccc(C)c(COC(=O)c2cc([N+](=O)[O-])ccc2N2CCOCC2)c1 | -1 | -0.3 | -15 | 2 | -4 | 9 | -14
CC(Sc1nc(N)cc(=O)[nH]1)C(=O)Nc1nc2c(s1)CCCC2 (stereo not given) | -5 | . | 2 | -4 | 4 | 1 | -37
CCOC(=O)[C@@H]1[C@H]2COc3ccc(Br)cc3[C@@H]2N2C(=O)N(c3cccc(Cl)c3)C(=O)[C@@]12C | 20 | -0.2 | . | 68* | 2 | 0 | -7
COc1ccc(CNC(=O)CSc2ncn[nH]2)cc1OC | 2 | . | -3 | -3 | 5 | 1 | -88
CCCN1CCCCC(NC(=O)c2ccc(F)c(F)c2)C1=O (stereo not given) | -3 | 0.1 | . | 2 | . | -2 | .
Cc1cccc(-c2nc(CNC(=O)c3ccco3)cs2)c1 | -10 | -0.8 | 0 | 17 | 1 | 0 | .
CSc1nnc(-c2sccc2-n2cccc2)o1 | 2 | . | 2 | 6 | . | 1 | .
CCN1CCN(c2nc(N)c([N+](=O)[O-])c(Nc3ccc(C)cc3)n2)CC1 | . | -0.3 | . | . | -3 | . | 2
C[C@@H]1CN([C@@H](C)CO)C(=O)c2cc(NC(=O)NC3CCCCC3)ccc2O[C@H]1CN(C)S(=O)(=O)c1ccccc1 | 32 | -0.4 | 0 | -10 | 1 | 0 | -11
O=C(Nc1ccccc1)[C@@H]1[C@@H](CO)[C@@H]2Cn3c(ccc(C4=CCCCC4)c3=O)[C@@H]2N1Cc1cocn1 | -1 | -0.2 | -2 | 0 | 6 | -1 | ?
O=C(CN1C(=O)/C(=C/c2ccccc2)SC1=S)NC1C=CS(=O)(=O)C1 (stereo not given) | -4 | . | -3 | -1 | -1 | 2 | 19
COc1cc(-c2noc(C)n2)cc(OC)c1OC | -1 | 0.3 | -1 | 3 | -2 | -1 | 10
Cc1ccccc1C(=O)Nc1ccc2c(c1)CCCN2C(=O)c1cccs1 | -5 | . | -1 | -7 | 7 | 1 | -14

Ordered by value in PglD DTNB (lowest first): 3 of the compounds above
| compound | S100A4 MyoIIA | SIRT5 block | DENV2 CPE | PglD DTNB | ERp5 block |
| --- | --- | --- | --- | --- | --- |
| COc1ccc(C#Cc2ccc3c(c2)[C@H]2[C@H](CCN2C(=O)c2ccccc2F)[C@H](CO)N3C)cc1 | . | . | . | 0 | . |
| CCOC(=O)[C@@H]1[C@H]2COc3ccc(Br)cc3[C@@H]2N2C(=O)N(c3cccc(Cl)c3)C(=O)[C@@]12C | 20 | . | 68* | 2 | 0 |
| CC(=O)c1cccc(NC(=O)C(C)OC(=O)c2ccc(Br)o2)c1 (stereo not given) | -5 | 3 | 18 | 3 | -4 |

Following part.
SMILES | S100A4 MyoIIA | E-sel inducer | SIRT5 block | DENV2 CPE | PglD DTNB | ERp5 block | C2C12 statin
COCC(=O)N1CCC(Oc2ccc(C(=O)NCc3cnc(C)cn3)cc2)CC1 | 0 | . | 3 | 0 | . | 4 | .
S=c1[nH]ccn1Cc1ccccc1 | 26 | 1.2 | 2 | -5 | -4 | 1 | -5
N#CC1(NC(=O)CN2C(=O)c3ccccc3C2=O)CCCCC1 | -4 | 50* | 0 | 9 | -2 | . | 7
O=C(Nc1ccc(Cl)cc1)c1ccc(CN2CCc3ccccc3C2)cc1 | 0 | -0.4 | 1 | 4 | 4 | 2 | -10
CO[C@H]1CC[C@@]2(C)[C@@H](CC[C@@H]3[C@@H]2CC[C@@]2(C)[C@H]3C[C@H](C(=O)O)O[C@]23CCCO3)C1 | ? | 0.0 | -5 | -8 | 3 | -2 | -13
C[C@H]1CN([C@@H](C)CO)C(=O)c2cc(NC(=O)C3CCCCC3)ccc2O[C@@H]1CN(C)S(=O)(=O)c1ccc(Cl)cc1 | -6 | . | 5 | -5 | 4 | -4 | -8
C=CCN(CC=C)C(=O)COn1nnc2ccc(S(=O)(=O)N3CCOCC3)cc21 | -17 | . | -6 | ? | 1 | -4 | 8
O=C(NC1CCCC1)[C@@H]1CCCN1C(=O)[C@H](Cc1cccnc1)NC(=O)N1CCOCC1 | 17 | -0.3 | 0 | 6 | . | 3 | .
CCN1CCN(S(=O)(=O)c2ccc(Cl)c(C(=O)N(CCc3ccccc3)Cc3ccccc3)c2)CC1 | 4 | 1.5 | -3 | -6 | 6 | 7 | 19
Cc1ccc(S(=O)(=O)N(C)C)cc1NC(=O)C1CCC1 | -10 | . | -3 | -2 | . | 0 | .
COCCN1C=C2C(=O)C(C)(OC(=O)C3CCCC3)C(=O)C=C2C=C1c1ccsc1 (stereo not given) | 0 | -0.2 | . | -6 | -3 | 5 | -9
COc1ccc(NC(=O)Nc2ccc3c(c2)C(=O)N([C@@H](C)CO)C[C@H](C)[C@@H](CN(C)S(=O)(=O)c2ccccc2)OCCCC[C@H](C)O3)cc1 | 20 | . | 2 | -5 | 0 | 2 | .
COc1ccccc1C(C)NCC(=O)NCC(=O)Nc1ccc(F)c(F)c1F (stereo not given) | 1 | 8.9 | -1 | -2 | . | 9 | .
CN1CCN(c2ccc(NC(=O)COc3ccc4ccccc4c3)cc2)CC1 | -21 | . | -2 | 1 | 0 | 1 | -1
CC(=O)N1C[C@@H](CO)[C@@H]2C[C@H]1c1ccccc1N2C | 3 | -0.2 | -2 | -5 | . | 4 | .
CC(C)NC(=O)Nc1ccc2c(c1)C(=O)N([C@H](C)CO)C[C@@H](C)[C@H](CN(C)S(=O)(=O)c1ccccc1)O2 | -7 | ? | -1 | 7 | -2 | -4 | -15
CCCCCC(=O)Nc1cccc(S(=O)(=O)NC2=NCCCCC2)c1 | 0 | . | 0 | 4 | -1 | 0 | -2
OC(c1ccccc1)(c1nc(-c2cccc3cccnc23)cs1)C(F)(F)F (stereo not given) | 0 | -0.1 | . | 0 | 4 | 7 | 7
O=C1CN(S(=O)(=O)c2ccccc2)c2ccccc2N1 | 6 | 2.0 | -6 | -1 | 3 | 5 | -4
CC(C)(C)OC(=O)C[C@@H]1C/C=C\C[C@@H](CC(=O)N[C@H](CO)Cc2ccccc2)C(=O)N2CCC[C@H]2COC1=O | 7 | -0.4 | 0 | -17 | 5 | 3 | -13
Cc1ccccc1NC(=S)NC(C)C(c1cccs1)N1CCOCC1 (stereo not given) | 15 | 0.1 | -1 | -1 | -2 | 10 | -32
CCNC(=O)N(CC)C[C@H]1N[C@@](Cc2ccccc2)(C(=O)OC)[C@H]2C(=O)N(Cc3ccccc3)C(=O)[C@@H]12 | 4 | 0.0 | -1 | 37* | -3 | 3 | 0
COc1ccc(N(CC(=O)NC2CCCCCC2)S(=O)(=O)c2ccccc2)cc1Cl | -17 | -0.1 | -2 | 13 | -4 | -6 | -31
COc1ccc(NC(=O)N(C)C[C@@H]2OCCCC[C@H](C)Oc3ccc(NS(=O)(=O)c4ccccc4)cc3C(=O)N([C@@H](C)CO)C[C@@H]2C)cc1 | 13 | -0.1 | 6 | 0 | 1 | 2 | .
CC(=O)N(C)C[C@H]1Oc2ncc(C#CCC3CCCC3)cc2C(=O)N([C@@H](C)CO)C[C@H]1C | 2 | 1.1 | 19* | -4 | 2 | -5 | 1
CCOc1ccc(S(=O)(=O)N2CCC(C(=O)OCc3ccc(OC)cc3)CC2)cc1 | 0 | 2.0 | -1 | 5 | -5 | 5 | 5
CN(Cc1ccco1)S(=O)(=O)c1nnc(NC(=O)c2ccccc2Cl)s1 | -7 | 1.0 | 0 | -2 | -1 | 6 | 19
CN(C)C(CNc1ccc(C(N)=O)cc1[N+](=O)[O-])c1ccccc1 (stereo not given) | -5 | . | -8 | -2 | -3 | 4 | -10
O=C(NC1CCCCC1)C(c1ccc(F)cc1)N(Cc1ccco1)C(=O)CN1C(=O)c2ccccc2S1(=O)=O (stereo not given) | 3 | . | -4 | . | . | 0 | .
O=C(NC(=O)c1ccccc1)Nc1ccc(Cl)cn1 | 5 | 0.1 | -5 | -3 | -2 | -1 | -7
O=C(C[C@H]1C[C@H]2c3cc(NC(=O)C4CCOCC4)ccc3O[C@H]2[C@H](CO)O1)NCc1ccccc1F | 3 | 0.0 | -3 | 1 | -1 | -5 | 3
C#CCC(NC(=O)c1ccc(C(F)(F)F)cc1)C(=O)NCCC (stereo not given) | -1 | -0.1 | -9 | 10 | 8 | 2 | -1
CCC1CN(S(=O)(=O)c2cc(-c3cc(C)no3)ccc2OC)c2cc(C)ccc2O1 (stereo not given) | 2 | . | 0 | -2 | . | 5 | .
COc1ccc(C(C)=O)cc1Cn1c(C)c(C(=O)NCC(C)C)sc1=O | 31 | . | . | -2 | -3 | -9 | -9
COC(=O)C[C@@H]1C[C@H]2c3cc(NS(C)(=O)=O)ccc3O[C@H]2[C@@H](CO)O1 | 1 | -0.2 | -4 | 0 | -4 | -7 | 2
CC(=O)Nc1ccc(S(=O)(=O)N(C)c2nc3ccccc3nc2Cl)cc1 | 4 | . | 1 | 0 | 0 | -3 | 55
CN(C)C(=O)Cn1c(SCC(=O)NC2CCCCC2)nc2ccccc21 | -24 | . | -3 | . | 1 | 4 | -10
O=C(c1ccc(F)cc1)N1CCN(S(=O)(=O)c2ccc3c(c2)OCCO3)CC1 | -3 | 0.6 | . | -6 | 2 | -1 | -7
COc1ccc(C(=O)N2CC(=O)Nc3ccccc32)cc1S(=O)(=O)N1CCOCC1 | -1 | 4.0 | -1 | 0 | -3 | -17 | -7
CSCCC(NC(=O)c1ccc(Cl)cc1)C(=O)OCC(=O)Nc1ccc(C#N)cc1 (stereo not given) | -5 | 2.1 | -5 | 2 | . | -7 | .
O=[N+]([O-])c1cccc(-c2nn(-c3ccccc3)cc2CO)c1 | -5 | . | 2 | 1 | . | 5 | -16
O=C(Nc1cc([N+](=O)[O-])ccc1Cl)c1cccnc1 | -5 | 0.0 | -3 | -3 | -7 | -1 | -2
CC(C)COC(=O)n1c(SCC(N)=O)nc2ccccc21 | -1 | 0.2 | 3 | 1 | . | 3 | .
COc1ccc(Br)cc1C(=O)Nc1ccc(O)cc1 | -2 | . | -9 | 6 | -5 | 4 | 3
O=C(Nc1ccc(N2CCOCC2)cc1)c1ccc(Br)o1 | 1 | -0.1 | -1 | -7 | 1 | 6 | -24
CCOC(=O)CN1c2ccccc2NC(=O)CC1C (stereo not given) | 0 | 0.0 | . | -4 | 5 | -2 | -4

Entries listed so far marked active in SIRT5 block.
| Molecule | S100A4 MyoIIA | SIRT5 block | DENV2 CPE | PglD DTNB | ERp5 block |
| --- | --- | --- | --- | --- | --- |
| CC(=O)N(C)C[C@H]1Oc2ncc(C#CCC3CCCC3)cc2C(=O)N([C@@H](C)CO)C[C@H]1C | 2 | 19* | -4 | 2 | -5 |

Some of the compounds tested; count on the stated rates, not on these rows.
